# Source: PubChem BioAssay
# PfHsp40 yeast: rescue of PfHsp40-mediated yeast toxicity | S. cerevisiae expressing PfHsp40, growth rescue, ATP luminescence | growth rescue, % at 12.5 µM | hit rate 0.68% among 340,000; in the data active = growth rescue above about 28%, passing the limit was not always enough; inconclusive = no clear call, values can overlap the other calls;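 note: yeast W303a lacking pdr1 and pdr3 grown in galactose medium; growth measured after three days at 30 °C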
# VHR inh abs: DUSP3 (human) phosphatase inhibition; P51452; recombinant VHR phosphatase, pNPP absorbance; inhibition, % at 13.3 µM; hit rate 0.52% among 290,000; AID 1654; in the data active = inhibition above about 50%; note: some compounds called inactive have numbers as strong as hits
# PriA SSB inh: inhibitors of Klebsiella pneumoniae PriA binding to SSB C-terminal tail; AlphaScreen SSBct-PriA binding, biotinylated peptide; inhibition, % at 33 µM; hit rate 0.6% among 430,000; in the data active = inhibition mostly above about 37%, no sharp cut-off; inactive = mostly below about 20%;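 note: plate controls were negative control peptide for no effect and reference peptide for full effect; strong numbers were not always called active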
# BH1578 lux ind: induces V. cholerae light production without autoinducers; V. cholerae BH1578 lux reporter, luminescence, 6 h; activation, % at 18.7 µM; hit rate 0.16% among 350,000; AID 588436; in the data active = activation mostly above about 9.7%, no sharp cut-off; inconclusive = no clear call, values can overlap the other calls; inactive = mostly below about 3.7%; note: not every result past the cut was called active; inactives centre near 0; reference of the scale not given here
# Rv3671c protease: inhibits the M. tuberculosis serine protease Rv3671c. P9WHR9. inhibition, % at 5.96 µM. hit rate 0.048% among 320,000. AID 2606; in the data active = inhibition above about 38%;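 note: extracellular domain of Rv3671c used as enzyme; 0% = enzyme with DMSO and 100% = no enzyme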
# Y pestis TopoI: Y. pestis Topo-I inhibition via cleavage products. activity, % at 10 µM. AID 504884. Y. pestis Topo-I cleavage product accumulation, plate reader. hit rate 0.064% among 360,000; in the data active = activity above about 50%, passing the limit was not always enough; inconclusive = no clear call, values can overlap the other calls; note: inactives centre near 2
# TcdB inh: inhibitors of Clostridioides difficile toxin B glycohydrolase. P18177. TcdB glycohydrolase enzymatic assay, plate reader. hit rate 0.24% among 350,000. AID 652162. inhibition, % at 9.99 µM; in the data active = inhibition above about 10%
# MazEF act: increases E. coli MazEF RNase cleavage of RNA; P0AE70; FAM/BHQ RNA-DNA oligo cleavage fluorescence, 5 h; activation, % at 20 µM; hit rate 0.32% among 350,000; AID 504720; in the data active = activation above about 50%
# Anthrax LF prot: anthrax lethal factor protease inhibition; hit rate 0.12% among 360,000; AID 588501; inhibition, % at 10 µM; multiplex microsphere protease cleavage assay, LF; P15917; in the data active = inhibition above about 30%; inconclusive = no clear call, values can overlap the other calls; note: plate controls were buffer without enzyme for full effect and enzyme alone for no effect
# SARS 3CLpro inh: SARS-CoV 3CLpro protease inhibition | recombinant SARS-CoV 3CLpro, quenched FRET peptide cleavage | hit rate 0.14% among 290,000 | P0C6X7 | inhibition, % at 6 µM; in the data active = inhibition above about 12%
# Starred values were filed as active, the others as inactive; i = inactive; ? = inconclusive; · = no result given; & = joins results of further samples. These rows are one share of the data; count on the stated rates, not on these rows.
# Every second line gives: PfHsp40 yeast, VHR inh abs, PriA SSB inh, BH1578 lux ind, Rv3671c protease, Y pestis TopoI, TcdB inh, MazEF act, Anthrax LF prot, SARS 3CLpro inh
Cc1ccc(-c2nc3ccccc3s2)cc1S(=O)(=O)N1CCCC1
  1.2, 8, -18&-32, i, -9, 25, -1.2, -11, -6, 5
CN(C1CCS(=O)(=O)C1)S(=O)(=O)c1cccc2nsnc12 (stereo unspecified)
  0.5, 23, -8, -1.1, 0, 2, ·, 3, 1, 5
COc1ccc(-n2c(O)c(/C=N/NS(=O)(=O)c3ccc(C)c([N+](=O)[O-])c3)c3ccccc3c2=O)cc1OC
  -0.9, 12, ·, -0.3, -21, 4, -0.3, 46, -2, -1
Cc1c(Cl)c(=O)oc2cc(OCC(=O)N3CCCC(C)C3)ccc12 (stereo unspecified)
  1.1, ·, 0, -2.9, 10, 3, 0.7, -6, 4, ·
CCCn1c(N)c(C(=O)CSc2nnc(Cc3cccs3)n2C2CC2)c(=O)[nH]c1=O
  ·, ·, ·, -7.7, ·, 13, 1.0, 6, -8, ·
CCn1c(SCC(=O)Nc2ccc(NC(C)=O)cc2)nc2c([nH]c3ccccc32)c1=O
  41*, 4, 2, -0.1, -6, 4, -0.9, -14, 1, 3
CC(C)(C)C(=O)NC1CC2CCCC(C1)N2C(=O)Nc1ccc(Cl)cc1 (stereo unspecified)
  -1.0, 7, -6, i, 3, 0, 0.1, 8, -2, -4
Cc1cc(C)nc(SCC(=O)N2CCCCC2)n1
  -1.7, 19, -2, i, 2, 3, ·, 5, -5, 5
CC(=O)Nc1ccc(C(=O)N(C)c2ccccc2)cc1
  -1.1, 6, 7, ·, 3, 3, ·, 4, -1, 4
NC(=O)C1CCCN(C(=O)CCC(=O)c2cccs2)C1 (stereo unspecified)
  -0.4, ·, -11, 11, 2, -13, 0.7, -29, -5, ·
O=C1NC2(CCCCC2)Oc2ccccc21
  1.7, -16, -4, 4.2, -14, 6, ·, -2, -7, 1
Cc1c(NC(=O)CN2C(=O)C3C4C=CC(C4)C3C2=O)c(=O)n(-c2ccccc2)n1C (stereo unspecified)
  0.9, 15, 6, -0.3, -5, 12, ·, 1, -1, 0
CCOCC(=O)Nc1sc2c(c1C(=O)OCC)CCCC2
  -0.9, -1, -18, -7.1, 5, 7, ·, -15, 1, -1
Cc1ccc(CN(C)c2ccc(S(=O)(=O)N3CCCC3)cn2)cc1
  2.6, ·, -15, -1.3, 18, 24, 2.6, -14, -4, ·
CC(C)(C)OC(=O)NCCCCCNC(=O)c1[nH]cnc1C(=O)N[C@@H](CCCCNC(=O)OC(C)(C)C)C(=O)OC(C)(C)C
  ?, 26, -3, i, -13, 15, ·, 9, -12, 3
CC1CCc2cc(F)ccc2N1S(=O)(=O)c1ccc(Cl)nc1 (stereo unspecified)
  -0.5, 3, 0, -0.6, 10, -3, ·, -3, -1, -2
CCCCn1c(-c2csc(CC)c2)n[nH]c1=S
  2.2, 12, 6, -0.3, -1, 1, ·, 4, -1, -1
COc1cccc(CC2(CO)CCN(C(=O)NCCc3ccccc3)CC2)c1
  1.1, 39, -3, 1.0, -3, 12, 0.6, 5, -10, -1
O=C(CCCCCNC(=O)N1CCn2c1nc1ccccc12)N[C@H](C(=O)O)c1ccccc1
  -0.9, 21, -1, -0.4, 5, 1, 0.5, -13, -2, -2
O=C(CN1C(=O)C(=O)N(CCC2=CCCCC2)C1=O)c1c[nH]c2ccccc12
  2.8, ·, 1, -0.1, -20, -10, -0.4, 0, 23, ·

# Two entries from above, set out differently.
mol | PfHsp40 yeast | VHR inh abs | PriA SSB inh | BH1578 lux ind | Rv3671c protease | Y pestis TopoI | TcdB inh | MazEF act | Anthrax LF prot | SARS 3CLpro inh
CCCCn1c(-c2csc(CC)c2)n[nH]c1=S | 2.2 | 12 | 6 | -0.3 | -1 | 1 | · | 4 | -1 | -1
COc1cccc(CC2(CO)CCN(C(=O)NCCc3ccccc3)CC2)c1 | 1.1 | 39 | -3 | 1.0 | -3 | 12 | 0.6 | 5 | -10 | -1

# The results go on.
# Every second line gives: PfHsp40 yeast, VHR inh abs, PriA SSB inh, BH1578 lux ind, Rv3671c protease, Y pestis TopoI, TcdB inh, MazEF act, Anthrax LF prot, SARS 3CLpro inh
O=C(O)c1ccc(/C=C/c2nc3sc4c(c3c(=O)[nH]2)CCC4)cc1
  -0.1, 5, -4, 1.6, 6, 12, 1.3, 0, -4, 6
O=C(CC(SCCO)c1ccc2c(c1)OCO2)c1cccs1 (stereo unspecified)
  1.6, 10, -6, -0.6, -7, 7, 0.5, 2, -5, -3
COc1ccc(C2CC(C(F)(F)F)n3nc(C(=O)O)c(Br)c3N2)cc1 (stereo unspecified)
  -0.9, 28, -7, i, -8, 2, ·, -4, 7, 4
O=C(/C=C/c1c(F)cccc1Cl)c1ccc(O)cc1
  37*, 8, 10, -0.1, -11, -2, 1.6, -2, -7, 0
COC(=O)C(C#N)C(=C1C(=O)CC(C)(C)CC1=O)c1ccc(O)cc1 (stereo unspecified)
  -0.3, -20, -5, -3.1, -9, -7, ·, -4, -2, -7
COc1ccc(OC)c(CCNC(=O)CN2C(=O)COc3ccc(S(=O)(=O)N4CCOCC4)cc32)c1
  0.2, 9, 7, i, 2, 0, 1.2, -4, -2, -1
CCCCNC(=O)CNC(=S)N(Cc1ccc(C)cc1)Cc1ccco1
  -1.5, -14, 4, -0.3, 0, 41, 4.8, 3, -6, 2
OCCCCNCc1ccc(OCc2ccccc2Cl)cc1
  0.0, 14, -12, 5.0, -5, 25, ·, 6, -6, 3
CCNS(=O)(=O)c1ccc(NC(=O)c2ccccc2OCC)cc1
  1.6, 5, 14, -1.0, -1, 8, 0.2, -16, 2, 0
COc1cc(C(=O)NC(=S)Nc2cccc(-c3cc4ccccc4oc3=O)c2)cc(OC)c1OC
  0.6, 24, -2, -1.0, -47, 10, ·, -7, -4, -3
Cc1ccn(CC(=O)N2CCCC(Nc3ccc(F)c(F)c3)C2)n1 (stereo unspecified)
  12, -2, -5, 0.8, -9, 7, 1.0, 3, 0, 1
C=CCn1c(SCC(=O)c2c(C)[nH]c3ccccc23)nnc1-c1ccncc1
  -0.3, 79, -5, -0.2, 11, 5, -0.1, -11, -6, -6
CC(C)C1/C(=N/O)CC(c2ccccc2)NC1c1ccccc1 (stereo unspecified)
  49*, 8, ·, -0.9, -1, 3, 0.1, 13, 8, 2
O=C1OCCC1Sc1nnnn1-c1ccc(Cl)cc1 (stereo unspecified)
  -1.2, 4, -2, -1.4, -4, 4, 1.6, 11, -3, -1
Cc1c(NS(=O)(=O)c2ccc(Br)s2)c(=O)n(-c2ccccc2)n1C
  0.0, 18, -5, -0.6, -1, 1, ·, -1, -1, -4
O=c1[nH]c2ccccc2nc1C(F)(F)F
  1.3, -15, -9, i, -1, 1, 0.8, 5, -3, 2
COc1ccc(CCNC(=O)C23CN(Cc4ccccc4)CC2C(c2ccc([N+](=O)[O-])cc2)=NO3)cc1 (stereo unspecified)
  3.3, 29, -2, -1.3, -4, 33, 0.9, 1, -10, 6
CC[C@@H]1C(c2cccc(Cl)c2)=NN(c2ccc(Br)cc2)[C@H]1C(=O)N1CCOC1=O
  0.2, ·, -27, i, ·, -6, ·, -11, 2, ·
Cc1ccc(CNc2oc(-c3ccco3)nc2C#N)cc1
  2.0, -9, 30, -0.2, -6, -8, ·, 2, 0, -1
O=C(Nc1ccc(Cl)c(Cl)c1)c1ccc2c(c1)OCO2
  0.1, 25, -13, 0.8, -8, -4, 1.3, 24, -10, 7
CC1CCC(=C(C#N)c2nc(-c3cc4ccccc4oc3=O)cs2)CC1 (stereo unspecified)
  0.4, 12, 7, -0.3, -19, 6, ·, -2, 4, 5
COc1ccccc1CNC(=O)COC(=O)c1sc(C)nc1C
  0.8, ·, -2, -0.6, -4, -11, 0.6, -12, -5, ·
Cc1ccc(S(=O)(=O)N2CCOCC2)cc1NC(=O)Nc1ccc([N+](=O)[O-])cc1
  0.0, ·, 1, i, -5, -8, 0.8, 14, 1, ·
Cc1ccc(NC(=O)Nc2ccccc2)cc1[N+](=O)[O-]
  0.6, 1, 0, -0.2, -18, -7, ·, 2, -2, 1
COC(C/C=C\[C@@H](O)COCc1ccccc1)OC
  -1.3, -8, -7, i, ·, 0, 1.1, 5, -8, ·
CCS(=O)(=O)N1CCCC(C(=O)NCc2cccc(OC)c2)C1 (stereo unspecified)
  0.6, 2, -12, i, 1, 2, ·, 5, 1, -2
Cc1ccc2nc(NC(=O)Cn3nc(C)c([N+](=O)[O-])c3C)sc2c1
  -1.1, 0, 2, -0.2, 8, -8, ·, 4, 1, 3
O=C(CNC(=O)c1ccco1)NCC(=O)OCc1cccc(C(=O)Oc2ccccc2)c1
  -0.4, 9, -5, 3.3, -5, -1, ·, -5, -3, 6
CNc1nc(C23CC4CC(CC(C4)C2)C3)cs1
  0.5, 11, 10, 1.6, -2, 9, 12*, 2, -8, -2
CCc1ccc(NC(=O)Cn2nnc(C(=O)NCc3cccs3)c2N)cc1
  -0.4, -20, 1, -0.3, -5, 11, 0.6, -1, 0, -3
Cc1cccn2c(=O)c(C=C(C#N)C#N)c(N3CCN(c4cccc(Cl)c4)CC3)nc12
  -0.3, 9, -10, i, -17, 13, 0.5, -21, 16, -3
NS(=O)(=O)c1ccc(CNc2ccc3ccccc3n2)cc1
  1.7, 49, -13, -0.6, 3, -8, 0.5, 2, 17, -2
CCN1CCN(C(c2cccs2)C(C)NC(=O)c2ccco2)CC1 (stereo unspecified)
  -0.8, 36, -12, -0.5, 5, 3, ·, -2, 0, -3
COc1ccc(CCNCc2cc(C)n(-c3ccc(OC)cc3)c2C)cc1
  0.1, ·, 3, 0.1, 4, 3, -0.3, 15, -14, 1
Cc1cc(NC(=O)CSc2nc(Cc3ccccc3)c(C)[nH]2)no1
  -1.3, 10, -2, i, -3, -5, -0.6, 11, 2, -2

# Grouped by structure: the compounds so far containing a thiophene ring, fused or not (9)
# Every second line gives: PfHsp40 yeast, VHR inh abs, PriA SSB inh, BH1578 lux ind, Rv3671c protease, Y pestis TopoI, TcdB inh, MazEF act, Anthrax LF prot, SARS 3CLpro inh
CCCn1c(N)c(C(=O)CSc2nnc(Cc3cccs3)n2C2CC2)c(=O)[nH]c1=O
  ·, ·, ·, -7.7, ·, 13, 1.0, 6, -8, ·
NC(=O)C1CCCN(C(=O)CCC(=O)c2cccs2)C1 (stereo unspecified)
  -0.4, ·, -11, 11, 2, -13, 0.7, -29, -5, ·
CCOCC(=O)Nc1sc2c(c1C(=O)OCC)CCCC2
  -0.9, -1, -18, -7.1, 5, 7, ·, -15, 1, -1
CCCCn1c(-c2csc(CC)c2)n[nH]c1=S
  2.2, 12, 6, -0.3, -1, 1, ·, 4, -1, -1
O=C(O)c1ccc(/C=C/c2nc3sc4c(c3c(=O)[nH]2)CCC4)cc1
  -0.1, 5, -4, 1.6, 6, 12, 1.3, 0, -4, 6
O=C(CC(SCCO)c1ccc2c(c1)OCO2)c1cccs1 (stereo unspecified)
  1.6, 10, -6, -0.6, -7, 7, 0.5, 2, -5, -3
Cc1c(NS(=O)(=O)c2ccc(Br)s2)c(=O)n(-c2ccccc2)n1C
  0.0, 18, -5, -0.6, -1, 1, ·, -1, -1, -4
CCc1ccc(NC(=O)Cn2nnc(C(=O)NCc3cccs3)c2N)cc1
  -0.4, -20, 1, -0.3, -5, 11, 0.6, -1, 0, -3
CCN1CCN(C(c2cccs2)C(C)NC(=O)c2ccco2)CC1 (stereo unspecified)
  -0.8, 36, -12, -0.5, 5, 3, ·, -2, 0, -3
